OXTR agonist: human OXTR agonists, primary screen, fluorescence, CHO-OTR cells, Fluo-8 calcium. Oxytocin receptor (Homo sapiens), P30559. Fluo-8 calcium fluorescence; normalized: DMSO 0%, oxytocin 100%. activation, % at 3 µM. 0.32% of 320,000 active. AID 2435, 2010;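 active = activation above the mean of all tested compounds plus 3 SD, cutoff set per screening run, cut at about 20% in these data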;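 also: peak over basal fluorescence ratio from a 100 s FLIPR kinetic read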
TAAR1 antag: human TAAR1 antagonists, primary screen, Fluo-8 calcium fluorescence, CHO RD-HGA16 cells; Trace amine-associated receptor 1 (Homo sapiens), Q96RJ0; antagonist; inhibition, % at 3 µM; 1.5% of 360,000 active;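 active = inhibition above a per-plate cutoff, the mean inhibition of test compounds on that plate plus 3 SD, cut at about 49% in these data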;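 also: 0% = DMSO plus EC80 beta-PEA response and 100% = DMSO alone without agonist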
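Test system: CHO RD-HGA16 cells bearing hTAAR1 | Reagent: β-PEA, EC80 | Compound dosing: 3 µM, single point | Schedule: Dye loading 75 min at 37 °C, then 30 min room temperature | Signal: Calcium fluorescence with Fluo-8 | Evaluation: Percent inhibition of PEA-evoked calcium signal, max/basal emission ratio | Control set: DMSO-only wells and EC80 β-PEA-stimulated wells | Repeats: Singlicate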
CHRM1 agonist: human M1 muscarinic receptor agonists, primary screen, Fluo-8 calcium fluorescence, CHO-K1 cells, HTS; Muscarinic acetylcholine receptor M1 (Homo sapiens), P11229; CHO-K1 hM1, agonist mode; 0% DMSO, 100% acetylcholine EC100; activation, % at 3 µM; 0.33% of 360,000 active; AID 588814, 2011;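 active = activation above the run's mean compound activation plus 3 SD, cut at about 16% in these data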;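 also: peak over basal fluorescence ratio within a 140 s kinetic read after compound addition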
Target sequence (P11229 whole entry, looked up): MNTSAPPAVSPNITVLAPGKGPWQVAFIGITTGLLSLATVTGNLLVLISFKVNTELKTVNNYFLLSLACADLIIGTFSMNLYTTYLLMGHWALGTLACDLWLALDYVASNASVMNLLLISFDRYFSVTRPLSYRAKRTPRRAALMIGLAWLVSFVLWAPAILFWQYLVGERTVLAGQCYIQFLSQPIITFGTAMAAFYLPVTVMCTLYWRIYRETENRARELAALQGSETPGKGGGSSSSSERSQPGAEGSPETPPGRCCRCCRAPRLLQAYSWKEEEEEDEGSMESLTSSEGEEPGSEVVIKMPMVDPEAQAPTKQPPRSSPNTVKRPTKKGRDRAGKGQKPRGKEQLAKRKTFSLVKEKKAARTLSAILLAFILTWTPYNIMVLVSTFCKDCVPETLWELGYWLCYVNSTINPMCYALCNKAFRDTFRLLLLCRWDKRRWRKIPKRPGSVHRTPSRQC
CHRM1 PAM: human M1 muscarinic receptor positive allosteric modulators, primary screen, CHO-K1 cells, Fluo-8 calcium fluorescence, 1536-well | CHO-K1 hM1, ACh EC20; 0% = ACh EC20, 100% = maximal ACh | activation, % at 3 µM | 0.088% of 360,000 active; in the data active = activation above about 19%, passing the limit was not always enough
TAAR1 agonist: human TAAR1 agonists, primary screen, Fluo-8 calcium fluorescence, CHO RD-HGA16 cells | activation, % at 3 µM | AID 624467, 2012 | 0.99% of 360,000 active | vehicle wells 0%, saturating PEA agonist 100%;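 active = activation above the mean activation of all test compounds in the run plus 3 SD, cut at about 38% in these data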
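Assay system: CHO-derived RD-HGA16 cells with stable Gα16 and human TAAR1; timing: 17-24 h seeding, 75 min 37 °C dye, 30 min RT; read-out: % activation from peak over basal fluorescence ratio, DMSO-to-PEA scaled; measured by: kinetic Fluo-8 calcium fluorescence; benchmarks: low control DMSO, high control PEA (EC100); doses: 3 µM single concentration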
M1 antag: human M1 muscarinic receptor antagonists, primary screen, CHO-K1 cells, Fluo-8 calcium fluorescence, 1536-well; inhibition, % at 3 µM; CHO-K1 hM1, ACh EC80 antagonist; 1.3% of 360,000 active; Muscarinic acetylcholine receptor M1 (Homo sapiens), P11229;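 active = percent inhibition above its own plate's cutoff, namely the mean of that plate's compound wells plus 3 SD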;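 also: peak over basal fluorescence ratio during 140 s after agonist addition; 0% = ACh EC80 plus DMSO and 100% = DMSO alone without agonist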
CHO parental Ca: ATP-evoked calcium signal inhibitors, parental CHO, primary screen, counter-screen for OX1R antagonist project, cell-based, fluorescence, Fluo-8 calcium dye; parental CHO-K1, ATP-induced calcium, Fluo-8 fluorescence; inhibition, % at 5.6 µM; 0.63% of 330,000 active; AID 463079, 2010;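 active = inhibition above that plate's mean sample inhibition plus 3 SD, cut at about 26% in these data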;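 also: 0% = ATP-challenged DMSO wells and 100% = DMSO wells without ATP; some compounds past the cut are filed as inactive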
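test system = CHO parental line | reagent = ATP stimulus | measured by = intracellular calcium via Fluo-8 no-wash fluorescent dye | control set = ATP and no-ATP DMSO wells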
V1R ag counter: agonists of human V1a receptor, primary screen, counter-screen for OXTR agonist project, fluorescence, CHO-V1R cells; Vasopressin V1a receptor (Homo sapiens), P37288; Fluo-8 calcium fluorescence, agonist mode; 0% DMSO, 100% 3 nM vasopressin; activation, % at 3 µM; 0.25% of 320,000 active; AID 2797, 2010;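 active = activation above the mean activation of all tested compounds plus 3 SD, per screening run, cut at about 20% in these data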;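 also: signal is peak over basal fluorescence ratio across a 100 second FLIPR read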
Target sequence (P37288 whole entry, looked up): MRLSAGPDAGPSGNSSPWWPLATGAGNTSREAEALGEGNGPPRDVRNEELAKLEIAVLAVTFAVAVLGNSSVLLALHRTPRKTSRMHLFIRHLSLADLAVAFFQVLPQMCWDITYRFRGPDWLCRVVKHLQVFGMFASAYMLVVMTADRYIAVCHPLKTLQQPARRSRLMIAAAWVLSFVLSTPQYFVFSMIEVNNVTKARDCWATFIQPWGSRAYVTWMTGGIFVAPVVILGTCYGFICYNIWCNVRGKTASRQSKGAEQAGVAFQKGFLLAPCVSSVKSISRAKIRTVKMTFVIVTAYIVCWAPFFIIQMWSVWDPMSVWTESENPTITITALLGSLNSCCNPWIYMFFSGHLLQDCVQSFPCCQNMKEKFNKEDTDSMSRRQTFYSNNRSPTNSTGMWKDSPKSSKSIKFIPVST
OXTR potentiator: human OXTR potentiators, primary screen, fluorescence, CHO-OTR cells, Fluo-8 calcium. 0.061% of 320,000 active. Oxytocin receptor (Homo sapiens), P30559. Fluo-8 calcium fluorescence, potentiator mode; 0% = oxytocin EC15, 100% = EC100. activation, % at 3 µM;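 active = activation above that plate's cutoff, the mean activation of tested compounds plus 3 SD, cut at about 6.6% in these data, passing the limit was not always enough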;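 also: 100% uses oxytocin at 75 nM as the full agonist control; some results filed as inactive read as strong as hits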
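assay system = CHO-OTR cells, human receptor | schedule = compound 6 min at room temperature before oxytocin, 100 s read | detection = Fluo-8 intracellular calcium fluorescence, ex 470-495, em 515-575 nm | evaluation = normalized max/min fluorescence ratio, % activation | control set = EC15 oxytocin alone as 0%, 75 nM oxytocin (EC100) as 100%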
* hit, by the source's call; · = no result given.

SMILES	OXTR agonist	TAAR1 antag	CHRM1 agonist	CHRM1 PAM	TAAR1 agonist	M1 antag	CHO parental Ca	V1R ag counter	OXTR potentiator
CN(CC(=O)O)S(=O)(=O)c1ccc2oc3ccccc3c2c1	0.0	-6	0	13	0	-11	-5	-0.2	-3
Cc1cccc(CS(=O)(=O)Cc2ccc(C(=O)NCCc3ccccc3)o2)c1	2.8	25	-2	3	48*	5	-13	3.8	-3
O=C(CO/N=C/c1ccccc1)Nc1c(F)c(F)c(F)c(F)c1F	-2.0	17	-9	12	0	-12	-12	0.5	-4
COc1ccc(C2=NN(c3nc(-c4ccc(CNC(C)=O)cc4)cs3)C(c3ccco3)C2)cc1 (stereo not given)	-0.4	17	-1	2	-2	2	-6	2.2	-8
Oc1c(C(c2cccs2)N2CCN(c3ccccc3)CC2)sc2ncnn12 (stereo not given)	0.0	-3	-3	4	3	-10	-9	1.1	-7
Cc1cccc2nc(CSc3nc4ccc([N+](=O)[O-])cc4[nH]3)cn12	-1.8	27	-8	17	2	-11	-19	2.0	-8
CC(=O)c1ccc(NC(=O)c2cn(C)c(=O)c3ccccc23)cc1	·	-22	1	-5	-1	-6	·	·	·
O=C(O)CC1(CC(=O)Nc2cc(F)ccc2Cl)CCCCC1	0.6	-16	-3	3	-1	-6	-18	-1.8	-3
C=CCN(c1ccc(Cl)cc1)S(=O)(=O)c1cccc(C(=O)O)c1	-1.7	-20	-1	11	7	-8	3	-0.1	-12
CC(C)(C)n1nnnc1C(c1cccnc1)N1CCN(c2ccccc2F)CC1 (stereo not given)	-0.6	-9	-1	5	3	1	-11	0.9	-3
CCCCNC(=O)Cc1c(OC)ccc2cc(Br)ccc12	-3.2	-4	-11	11	-1	-5	11	-1.5	-2
CC(C)(O)c1cn(-c2nonc2N)nn1	0.5	-7	-2	2	15	0	-12	0.0	2
O=C(Nc1ccccc1Cl)c1ccc(-c2ccccn2)s1	-1.4	-15	-3	-1	0	0	-11	-0.8	-5
O=C(N/N=C/c1ccco1)c1ccccc1OCc1ccc(Br)cc1	-1.0	34	-3	-1	6	-3	-38	1.2	-1
Cc1cccc(OCc2nnc(SCC(=O)N3CC(=O)Nc4ccccc43)o2)c1	-0.3	15	-3	0	14	-1	-12	2.1	-5

Part of the list above in another layout:
SMILES | OXTR agonist | TAAR1 antag | CHRM1 agonist | CHRM1 PAM | TAAR1 agonist | M1 antag | CHO parental Ca | V1R ag counter | OXTR potentiator
CCCCNC(=O)Cc1c(OC)ccc2cc(Br)ccc12 | -3.2 | -4 | -11 | 11 | -1 | -5 | 11 | -1.5 | -2
CC(C)(O)c1cn(-c2nonc2N)nn1 | 0.5 | -7 | -2 | 2 | 15 | 0 | -12 | 0.0 | 2

Carrying on.
SMILES	OXTR agonist	TAAR1 antag	CHRM1 agonist	CHRM1 PAM	TAAR1 agonist	M1 antag	CHO parental Ca	V1R ag counter	OXTR potentiator
Cc1ccc(S(=O)(=O)N(CC(=O)NCCSCc2ccco2)c2ccc(F)cc2)cc1	-1.1	·	·	·	·	·	-19	-0.1	-12
O=C(Nc1c(C(=O)O)[nH]c2ccc(F)cc12)c1cccc(C(F)(F)F)c1	-1.2	-16	-1	10	5	-12	-10	0.2	-7
Cc1cccc(C)c1-n1c(C)cc(/C=N/NC(=O)CSc2ncccn2)c1C	-2.5	5	-3	2	0	-3	-23	1.4	-4
O=C(NNC(=O)c1cccs1)c1ccccc1	1.2	-3	-6	3	3	-1	-18	0.6	-6
CC(=O)Nc1ccc(NC(=O)CSc2nnnn2-c2ccc3c(c2)OCCO3)cc1	-0.8	11	-5	1	5	-10	1	4.0	-12
Cn1cc(CN2CCN(Cc3ccccc3)CC2)c(-c2cccc(Cl)c2)n1	1.2	-14	-4	7	3	-18	-14	0.2	-7
Cc1nnc(SCCC(=O)Nc2ccc(F)cc2)s1	0.0	9	-1	5	5	-18	-5	1.2	-4
Cc1nc(-c2ccc(S(=O)(=O)Nc3cccc(Cl)c3)cc2)co1	1.2	-10	-1	-6	14	11	-1	1.7	-20
O=C(O)CC(C(=O)N(c1ccccc1)c1ccccc1)N1CCOCC1 (stereo not given)	0.8	-1	-3	9	1	1	-10	1.0	1
Cc1ccc(CN2CCSc3ccc(C(=O)NCCCN4CCN(C)CC4)cc32)cc1	0.1	-9	-4	7	2	-14	-32	0.4	2
O=C(Nc1cccc(Cl)c1)c1nc[nH]c1C(=O)N1CCN(c2ccccc2)CC1	1.0	-3	-1	2	2	6	-10	0.8	-3
COc1ccc(C2(NC(C)=O)CCN(Cc3cccnc3)CC2)cc1	-0.2	-15	-4	-1	1	16	4	1.1	-5
Cc1[nH]c2ccccc2c1N=Nc1cccc(C(=O)O)c1	5.7	0	-2	10	6	-7	5	0.9	-7
NC(=O)C1CCN(c2nc(-c3ccccc3C(F)(F)F)cs2)CC1	2.0	-7	-5	7	7	-7	-3	1.1	0
COc1cc2cc(C[C@H](C)O)oc(=O)c2cc1OC	0.7	1	-2	8	7	-11	-4	0.7	7

Exported comma-delimited: entries from further up
Structure,OXTR agonist,TAAR1 antag,CHRM1 agonist,CHRM1 PAM,TAAR1 agonist,M1 antag,CHO parental Ca,V1R ag counter,OXTR potentiator
Cn1cc(CN2CCN(Cc3ccccc3)CC2)c(-c2cccc(Cl)c2)n1,1.2,-14,-4,7,3,-18,-14,0.2,-7
Cc1nnc(SCCC(=O)Nc2ccc(F)cc2)s1,0.0,9,-1,5,5,-18,-5,1.2,-4
Cc1nc(-c2ccc(S(=O)(=O)Nc3cccc(Cl)c3)cc2)co1,1.2,-10,-1,-6,14,11,-1,1.7,-20
O=C(O)CC(C(=O)N(c1ccccc1)c1ccccc1)N1CCOCC1 (stereo not given),0.8,-1,-3,9,1,1,-10,1.0,1
Cc1ccc(CN2CCSc3ccc(C(=O)NCCCN4CCN(C)CC4)cc32)cc1,0.1,-9,-4,7,2,-14,-32,0.4,2
O=C(Nc1cccc(Cl)c1)c1nc[nH]c1C(=O)N1CCN(c2ccccc2)CC1,1.0,-3,-1,2,2,6,-10,0.8,-3
COc1ccc(C2(NC(C)=O)CCN(Cc3cccnc3)CC2)cc1,-0.2,-15,-4,-1,1,16,4,1.1,-5
Cc1[nH]c2ccccc2c1N=Nc1cccc(C(=O)O)c1,5.7,0,-2,10,6,-7,5,0.9,-7
NC(=O)C1CCN(c2nc(-c3ccccc3C(F)(F)F)cs2)CC1,2.0,-7,-5,7,7,-7,-3,1.1,0
COc1cc2cc(C[C@H](C)O)oc(=O)c2cc1OC,0.7,1,-2,8,7,-11,-4,0.7,7

The results go on:
SMILES	OXTR agonist	TAAR1 antag	CHRM1 agonist	CHRM1 PAM	TAAR1 agonist	M1 antag	CHO parental Ca	V1R ag counter	OXTR potentiator
COc1ccc(/C=C/C(=O)c2ccc([N+](=O)[O-])o2)cc1OC	1.9	42	·	·	59*	·	-31	0.1	10
CCN(CC)CCNC(=O)c1ccc(NC(=O)c2c(C)nn(-c3ccc(F)cc3)c2Cl)cc1	2.8	27	-10	-33	4	101*	-5	2.0	-8
CCC(c1nnc(SCC(=O)N2CC3(C)CC2CC(C)(C)C3)o1)N(C)C (stereo not given)	0.9	6	-2	11	11	-12	-11	0.5	-9
Cc1c(/C(O)=C2\C(=O)C(=O)N(CCN(C)C)C2c2ccco2)cnn1-c1ccccc1 (stereo not given)	0.0	-7	-6	3	2	-7	-5	0.8	-16
O=C(COc1ncnc2sccc12)N1CCN(S(=O)(=O)c2ccc(Cl)cc2)CC1	-1.5	-25	-3	-5	2	1	-19	-1.2	-11
CC1CN(c2ccccn2)C(C)CN1C(=S)Nc1ccccc1 (stereo not given)	·	12	-4	3	0	-11	·	·	·
O=C(NCCc1cn2ccccc2n1)C1CCCCC1	0.5	-5	-3	9	0	-12	-4	1.1	4
Cc1ccc(-c2[nH]c3ccccc3c2SCCN)cc1	4.0	-4	5	6	9	-5	-16	0.4	-4
CC(C(=O)N1CCC(C(N)=O)CC1)N(c1ccc(Oc2ccccc2)cc1)S(C)(=O)=O (stereo not given)	-0.3	9	-6	0	9	-1	-8	0.7	-3
NC(=S)N/N=C/c1ccc2c(c1)OCCO2	-0.4	-10	0	14	0	-17	-9	-0.8	-1
Cn1c2ccccc2c2cc(C(=O)N3CCN(CCO)CC3)sc21	-1.0	0	-5	4	3	0	-4	-1.5	-1
CCCS(=O)(=O)N1CCC(Cc2ccc(OC)cc2)(C(=O)OCC)CC1	1.5	3	-5	6	6	0	-15	1.4	-17
COc1ccccc1OCCCOc1c(Cl)cc(C)cc1Cl	-3.3	-11	-4	7	0	-5	-25	0.2	-6
O=C(CN1C(=O)c2cccc3cccc1c23)N1CCN(c2ccc(F)cc2)CC1	0.3	-7	-3	-8	1	17	-8	-0.9	-7
CCS(=O)(=O)NCCc1csc(C)n1	0.2	13	1	15	2	-21	-3	0.4	-17
COc1cc(-c2cc(OC)c(O)c(OC)c2)cc(OC)c1O	·	-19	-4	-2	2	4	·	·	·
CCCNC(=O)C1CC(c2cccc(F)c2)=NO1 (stereo not given)	0.8	5	-4	7	0	-1	-4	0.4	-18
Cc1cc2oc(=O)cc(CN3CCCCC3)c2cc1Cl	·	-5	-8	-1	-1	5	·	·	·
O=C1N(CN2CCC3(CC2)OCCO3)c2ccccc2C12OCCCO2	0.9	-4	1	7	14	-10	-11	0.4	-4
C/C(=N\NC(=O)c1ccc(Cl)cc1)c1cccc(NC(=O)C(C)C)c1	-1.3	-2	-2	4	4	-31	-12	0.4	-5
Cc1nc(NC(C)c2ccccc2)sc1C(=O)Nc1ccccc1 (stereo not given)	-1.2	10	-9	6	5	-4	-8	-0.1	-4
COC(=O)[C@@]1(Cc2ccc(F)cc2)[C@H]2c3cc(C(=O)N(C)C)n(CCc4ccccn4)c3C[C@H]2CN1C(=O)c1ccccc1	12	2	·	·	36	·	-29	5.4	-4
CCc1ccc(NC(=O)CSc2nc3ccccc3c(=O)n2CCN2CCOCC2)cc1	-1.2	4	-4	4	3	-1	-13	-0.7	0
